697 NFkB inh: inhibitors of PMA/ionomycin-induced NF-kB reporter, 697 cells, primary screen, B-cell NF-kB inhibitor project, cell-based, luminescence, uHTS; 697 B-cell NF-kB luciferase reporter, 16 h; 330,000 tested, 0.33% active; AID 435022, 2010; inhibition, % at 4 µM; in the data active = inhibition above about 35%
Gli-Sufu block: Gli-Sufu pathway antagonists, primary screen, luciferase luminescence, Sufu-KO-LIGHT cells, uHTS; Sufu-KO-LIGHT fibroblasts, Gli luciferase reporter luminescence; inhibition, % at 5 µM; 340,000 tested, 0.74% active; AID 588413, 2011;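 active = inhibition above about 55%, limit read from the data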;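 also: 0% = DMSO-treated cells and 100% = wells with medium but no cells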
SENP8 inh: SENP8 protease inhibitors, primary screen, biochemical, luminescence. AID 2540, 2010. inhibition, % at 10 µM. purified SENP8, Z-RLRGG-aminoluciferin cleavage. 330,000 tested, 1.2% active
UBC13 inh: UBC13 polyubiquitin chain formation inhibitors, primary screen, biochemical, TR-FRET, uHTS. inhibition, % at 20 µM. 330,000 tested, 0.47% active; in the data active = inhibition above about 45%, passing the limit was not always enough
SENP7 block: SENP7 protease inhibitors, primary screen, biochemical, luminescence, uHTS; Sentrin-specific protease 7 (Homo sapiens), Q9BQF6; recombinant SENP7, Z-RLRGG-aminoluciferin luminescence, 40 min; inhibition, % at 5 µM; 330,000 tested, 1.5% active; AID 434973, 2010;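 active = inhibition above about 50% at the single test dose, limit read from the data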;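 also: plate controls were DMSO with enzyme for no effect and no enzyme buffer wells for full effect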
Apaf-1 inh: inhibitors of human Apaf-1 apoptosome, primary screen, biochemical, DEVD-Rh110 fluorescence, uHTS; Apoptotic protease-activating factor 1 (Homo sapiens), O14727; reconstituted apoptosome caspase-3 activity; inhibition, % at 20 µM; 330,000 tested, 0.71% active; AID 489030, 2010; active = inhibition of at least 40% at 20 µM;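 also: plate controls were DMSO wells for no effect and DEVD-CHO caspase inhibitor wells for full effect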
Target sequence (O14727 whole entry, looked up): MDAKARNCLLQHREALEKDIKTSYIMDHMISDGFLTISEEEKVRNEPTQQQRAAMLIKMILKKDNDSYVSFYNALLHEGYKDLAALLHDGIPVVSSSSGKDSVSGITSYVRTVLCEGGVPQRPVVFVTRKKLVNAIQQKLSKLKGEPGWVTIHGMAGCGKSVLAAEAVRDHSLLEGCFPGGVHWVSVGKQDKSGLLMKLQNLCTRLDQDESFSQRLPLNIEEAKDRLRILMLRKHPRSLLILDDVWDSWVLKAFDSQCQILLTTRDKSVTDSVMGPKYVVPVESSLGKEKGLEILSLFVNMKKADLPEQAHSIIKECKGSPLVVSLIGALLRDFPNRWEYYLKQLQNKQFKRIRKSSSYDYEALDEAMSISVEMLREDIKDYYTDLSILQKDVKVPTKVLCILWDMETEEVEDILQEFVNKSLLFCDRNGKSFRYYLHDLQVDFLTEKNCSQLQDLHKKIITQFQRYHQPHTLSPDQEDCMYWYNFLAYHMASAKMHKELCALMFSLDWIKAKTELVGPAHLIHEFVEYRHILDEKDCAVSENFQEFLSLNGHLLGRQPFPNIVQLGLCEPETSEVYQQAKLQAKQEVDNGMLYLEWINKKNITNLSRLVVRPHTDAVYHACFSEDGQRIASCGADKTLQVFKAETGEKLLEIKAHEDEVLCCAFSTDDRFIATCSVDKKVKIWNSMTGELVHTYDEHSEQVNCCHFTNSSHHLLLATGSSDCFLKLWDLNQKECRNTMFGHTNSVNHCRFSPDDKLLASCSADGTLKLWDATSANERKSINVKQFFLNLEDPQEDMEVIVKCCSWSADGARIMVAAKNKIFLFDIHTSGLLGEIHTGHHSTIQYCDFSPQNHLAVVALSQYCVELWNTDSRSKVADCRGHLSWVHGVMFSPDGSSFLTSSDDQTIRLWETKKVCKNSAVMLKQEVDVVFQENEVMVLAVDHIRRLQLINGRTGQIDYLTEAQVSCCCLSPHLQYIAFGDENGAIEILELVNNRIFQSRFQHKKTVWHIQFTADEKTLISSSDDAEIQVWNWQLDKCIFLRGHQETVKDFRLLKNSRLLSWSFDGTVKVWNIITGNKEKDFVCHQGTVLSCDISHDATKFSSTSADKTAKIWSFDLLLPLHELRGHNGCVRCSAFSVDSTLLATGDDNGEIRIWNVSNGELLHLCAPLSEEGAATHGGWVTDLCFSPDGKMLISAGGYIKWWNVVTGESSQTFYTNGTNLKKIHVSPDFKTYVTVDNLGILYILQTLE
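System: reconstituted apoptosome with Apaf-1, cytochrome c, caspase-9, procaspase-3, dATP; Signal: Rh110 fluorescence intensity; Schedule: 30 min compound preincubation, 50 min activation, room temperature; Reagent: cytochrome c trigger plus (Z-DEVD)2-Rh110 caspase-3 substrate.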
HKDC1 inh: HKDC1 hexokinase inhibitors, primary screen, biochemical, fluorescence, uHTS. Q2TB90. recombinant HKDC1, G6PDH/diaphorase resazurin coupled fluorescence. inhibition, % at 20 µM. 340,000 tested, 0.16% active;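 active = inhibition above about 35% when tested at 20 µM, limit read from the data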;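 also: plate controls were DMSO wells with enzyme for no effect and DMSO wells lacking enzyme for full effect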
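Material – in-house recombinant HK5 (HKDC1) enzyme · Quantity – HKDC1 at 5 µg/mL · Buffer or medium – pH 8.0 Tris buffer with 10 mM MgCl2 · Reagent – glucose with 1 mM ATP · Dosing – single 20 µM dose · Times – reaction time 90 min, room temperature, protected from light · Technique – resorufin fluorescence at 613 nm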
Jurkat NFkB inh: inhibitors of induced NF-kB luciferase reporter, primary screen, TCR NF-kB activation inhibitor project, cell-based, luminescence, uHTS; Jurkat, PMA/ionomycin-induced NF-kB luciferase reporter; inhibition, % at 4 µM; 330,000 tested, 0.53% active
An asterisk follows results filed as active; x = no result given. Rule as the data show it, unless noted: active = inhibition above about 50%; inactive = the rest.

SMILES	697 NFkB inh	Gli-Sufu block	SENP8 inh	UBC13 inh	SENP7 block	Apaf-1 inh	HKDC1 inh	Jurkat NFkB inh
C#CCOCCOCCOCCNc1nc(N2CCN(C(=O)[C@H]([C@@H](C)CC)n3cc([C@@H](N)Cc4ccc(O)cc4)nn3)CC2)nc(N2CCN(C(=O)[C@H](Cc3cc4ccccc4[nH]3)n3cc([C@@H](N)C(C)CC)nn3)CC2)n1 (stereo not given in full)	3	x	1	78*	-7	49*	x	15
COc1cc(/C=C2\CC/C(=C\c3cc(OC)c(O)c(OC)c3)C2=O)cc(OC)c1O	9	12	14	-93	4	23	29	-1
COc1ccccc1N/C=C/C(=C(C#N)C#N)N(C)C	5	-2	0	-6	-13	-3	-4	11
CCN(CC(=O)N1CCN(Cc2ccccc2)CC1)S(=O)(=O)c1ccc(F)cc1	1	-6	8	-2	-5	5	1	2
O=C(O)CCC(=O)c1ccc2c(c1)CCCC2	35*	x	-9	-8	10	-2	-4	7
Cc1cc(Cl)ccc1OCC(=O)NC(=S)Nc1ccc(Cl)cn1	10	0	-7	-21	-5	3	-7	10
O=c1c(-c2ccc(Cl)cc2)c[nH]n1-c1ccccc1	-45	-10	42	-3	6	5	-1	-24
COc1ccc(-c2cc3nc4n(c(=O)c3s2)CCCCC4)cc1	-267	-86	30	12	18	10	5	-173
COc1ccc(CNC(=O)CCS(=O)(=O)c2cc3c(cc2Cl)NC(=O)CO3)cc1	-6	-15	-9	-9	-15	1	-3	0
CCN(CC)CCNC(=O)C1(O)c2cc(Br)ccc2NC(=O)N1c1cccc(OC)c1 (stereo not given)	8	2	1	0	5	-1	-3	6
CC(C)NC(=O)COC(=O)c1ccc(NS(=O)(=O)c2ccc3c(c2)OCCO3)cc1	14	4	4	7	7	-7	2	3
CC(C)(C)c1ccc(OCCC(=O)OCC(=O)NC2CCS(=O)(=O)C2)cc1 (stereo not given)	19	-12	16	4	1	3	-3	-11
CCCc1ccc(OCC(=O)NNC(=O)c2cccnc2)cc1	-15	-10	-8	-34	-6	-6	-10	-10
O=C(Oc1ccc(Br)cc1)C1CC(=O)N(c2ccc(F)cc2)C1 (stereo not given)	-3	2	1	7	3	-16	3	11
COc1ccc(-c2cc3c(=O)n(CC(=O)N4CCCCC4)ncn3n2)cc1	-21	-45	-5	4	16	6	-4	-19
Cc1cc(Cl)ccc1OCC(=O)Nc1ccccc1C(=O)N1CCOCC1	-17	6	-8	-8	14	1	-3	15
CC(=O)/C(N=Nc1ccc(C(=O)O)cc1)=C(\C)O	5	11	44	-6	67*	-28	-3	-9
O=C(O)c1cc(-c2ccccc2)nn1CC1CC(c2cccnc2)=NO1 (stereo not given)	-2	3	-2	-7	1	-4	-7	14
Cc1cc(NC(=O)CSc2nc(-c3ccco3)cc(C(F)(F)F)n2)n(-c2ccccc2)n1	-47	2	-6	-13	-4	6	-5	45
CC1CC(C)CN(CC(O)COc2ccc3c(c2)CCC3)C1 (stereo not given)	-26	3	-4	-16	-5	13	-4	-25
Cc1cccc(NC(=O)CSc2nnc(-c3ccccc3)n2N)c1C	14	2	2	9	-8	-4	-10	7
COc1ccc(Oc2c(C)oc3c(CN(C)C)c(O)ccc3c2=O)cc1	13	9	-4	5	4	-1	-1	-1
COCCN(C(=O)c1ccccc1F)c1c(N)n(Cc2ccccc2)c(=O)[nH]c1=O	4	0	3	10	5	-2	1	14
COc1ccccc1-c1cc2nc(C)c(CCC(=O)NCc3ccc(F)cc3)c(C)n2n1	16	-5	-2	18	-4	-7	-2	-2
Cc1ccccc1C(=O)NCC(=O)OC(C)C(=O)NCc1ccco1 (stereo not given)	23	-4	7	3	4	0	-5	5
The list continues:
SMILES	697 NFkB inh	Gli-Sufu block	SENP8 inh	UBC13 inh	SENP7 block	Apaf-1 inh	HKDC1 inh	Jurkat NFkB inh
NS(=O)(=O)c1ccc(CNC(=O)c2cc(=O)c3cc(Cl)ccc3o2)cc1	1	5	4	4	9	0	-5	3
COc1ccc(/C=N/NC2=NS(=O)(=O)c3ccccc32)cc1OC	-5	6	-1	-8	5	-2	2	-1
Cc1ccc(/C(N)=N/OC(=O)c2cccc(Cn3cc(C(F)(F)F)ccc3=O)c2)cc1	-9	-1	10	5	5	-7	1	4
CC(C)N1C(=O)CCC1C(=O)N1CCC(Cc2ccccc2)CC1 (stereo not given)	13	5	-15	0	-21	5	-10	-1
CCCn1c(=N)n(CC(=O)C(C)(C)C)c2ccccc21	21	2	1	9	6	-5	-2	0
Cc1cc(Nc2ccc([N+](=O)[O-])cc2)c2ccccc2n1	-12	56*	3	-6	9	-2	0	-4
O=C(c1cccc(Oc2ccccc2)c1)N1CCOCC1	-16	9	8	3	1	5	1	-8
COc1ccc(N2CCN(Cc3nc4cc(Cl)ccc4c(=O)[nH]3)CC2)cc1	7	5	9	-1	7	-14	-2	-8
C=CCNC(=O)c1cccc2c1C(=O)c1ccc(N3CCCC3)cc1S2(=O)=O	2	-14	2	-158	5	5	-4	7
C#C[C@]1(O)CC[C@H]2[C@@H]3CCC4=Cc5oncc5C[C@]4(C)[C@H]3CC[C@@]21C	-1	-1	10	16	-3	19	2	20
O=C(N/N=C\c1ccc([N+](=O)[O-])s1)c1cncc(Br)c1	22	23	9	-37	15	-1	-18	8
COCCN1CCN(C(=O)c2cc(COc3ccc(F)c(F)c3)on2)CC1	4	8	-18	-4	-17	-34	-4	-27
COc1ccc(O)c(/C=N/N=C2/C(=O)Nc3ccccc32)c1	-1	4	-21	-88	-8	18	17	17
Cc1ccc(-n2nc3c(=O)n(C(C)C(=O)NCCC4=CCCCC4)nc(C)c3c2C)cc1 (stereo not given)	-17	8	-4	-2	1	20	2	31
O=C(NCCN=C1NS(=O)(=O)c2ccccc21)c1ccc(S(=O)(=O)N2CCOCC2)cc1	11	15	9	-26	4	11	8	7
Cc1c(C(=O)N2CCN(c3ncccn3)CC2)oc2c(Cl)cccc12	15	0	-6	-3	-3	18	0	17
O=S(=O)(c1ccc(NC(=S)NC2CCCC2)cc1)N1CCCC1	7	-2	0	-5	5	7	-5	0
CCC1CCCCN1CC(=O)c1c(C)[nH]c2cc(C)ccc12 (stereo not given)	0	0	-5	7	-1	0	8	7
CCOC(=O)c1nccnc1C(=O)Nc1ccc(C(F)(F)F)cc1	6	19	5	17	-1	-12	-3	10
COc1cccc(NC(=O)C(C#N)Cc2ccncc2)c1 (stereo not given)	-2	-3	2	-2	15	1	-4	0
CCOc1cc(/C=N/NC(=O)CN2CCCCC2)ccc1OCc1ccc(Cl)cc1	5	1	1	29	8	18	-7	-24
CCOc1ccc(-c2nnc(-c3ccccc3)o2)cc1	-177	-2	91*	-4	93*	17	-2	-120
C#CCOCCOCCOCCNc1nc(N2CCN(C(=O)CCCCCCCCCCNC(=O)Cn3cc(C[C@@H](C)O)nn3)CC2)nc(N2CCN(C(=O)CCCCCCCCCCNC(=O)[C@@H]([C@H](C)CC)n3cc(CCCCCN)nn3)CC2)n1	-21	-11	-15	120*	7	54*	-7	48
COC(=O)c1ccccc1NC(=O)Cn1c(-c2nonc2N)nc2ccccc21	24	58*	-6	1	0	7	-11	83*
COC(OC)C1Nc2ccccc2C(=O)N1c1ccc(F)cc1 (stereo not given)	15	-3	9	9	-5	-4	0	8
New compounds follow:
SMILES	697 NFkB inh	Gli-Sufu block	SENP8 inh	UBC13 inh	SENP7 block	Apaf-1 inh	HKDC1 inh	Jurkat NFkB inh
CC(=O)Nc1ccc(NC(=O)CCn2c(=S)oc3ccccc32)cc1	-6	-7	-10	-25	-12	-4	-9	-1
O=C(Nc1cccc([N+](=O)[O-])c1)C1C2/C=C\CCCCC21 (stereo not given)	-26	-2	-2	-6	-10	9	0	-24
CCC(C)NC(=O)Cn1nc(C(F)(F)F)c2c1CCCC2 (stereo not given)	-11	-17	-12	0	-10	13	0	-21
COC(=O)CCNC(=O)Cc1c(C)n(C(=O)c2ccc(Cl)cc2)c2ccc(OC)cc12	13	-16	2	18	-4	6	3	11
CCC(=O)Nc1cc2nn(-c3ccc(OC)cc3)nc2cc1C	-269	-53	-15	8	57*	-24	-14	-59
CC(C)CC(=O)NCC(C)NC(=O)CC(C)C (stereo not given)	6	3	-1	10	6	5	-1	-1
CC(NS(=O)(=O)c1ccccc1)C(N)=O (stereo not given)	19	4	-4	10	-8	-12	-2	10
O=C(/C=C/c1ccc(Cl)cc1Cl)N1CCN(c2ccc([N+](=O)[O-])c(N3CCOCC3)c2)CC1	-26	31	-7	-8	-5	18	-1	6
COC(=O)C1=C(C)NC(C)=C(C(=O)OC)C1/C=C/c1ccccc1	6	7	-3	-11	-3	8	-8	-25
COc1ccccc1-n1cc(CN2CCN(CC(C)C)C(CCO)C2)cn1 (stereo not given)	16	-13	1	-1	3	-1	-6	-13
CN1CCN(CCCNC(=O)c2ccc(/C=C3\Oc4ccccc4N(Cc4ccc(Cl)cc4)C3=O)cc2)CC1	-15	18	-9	81*	-3	57*	-2	-32
COc1ccc(NC(=O)c2ccc3ccccc3n2)cc1S(=O)(=O)Nc1ccccc1Cl	13	-11	-6	-16	11	2	4	10
O=C(O)c1ccccc1-c1ccccc1C(=O)Nc1cccc(-c2nc3ccccc3o2)c1	15	20	10	-6	-2	18	10	4
O=C(NC1CCCCCC1)c1ccco1	4	-3	3	2	2	-6	-5	3
CCOC(=O)c1sc(NC(=O)CSc2nc3ccccc3s2)c(C(=O)OCC)c1C	9	x	-13	-8	-12	10	x	-13
CN(C)c1ccc2c(c1)OC(N)=C(C#N)C2c1cccc(F)c1 (stereo not given)	-101	52	-10	-10	-12	27	7	77*
N#Cc1nc(Cc2cccc3ccccc23)oc1NCCN1CCCCC1	0	12	2	44	-7	-15	-6	19
CCOC(=O)N1CCN(C(=O)CNC(=O)c2nn(-c3ccc(OC)cc3OC)c(=O)c3ccccc23)CC1	1	-4	-5	-2	7	2	-2	-12
Cc1occc1-c1nnc(SCC(=O)NC2CC2)n1C(C)C	-16	-11	-9	-2	8	-8	-4	11
c1ccc(Oc2cccc(CN3CCOCC3)c2)cc1	3	-14	6	11	3	-3	4	9
N#C/C(=C/c1cn(-c2ccccc2)nc1-c1cccc(OCc2ccccc2)c1)C(=O)NCCCn1ccnc1	-3	1	-17	48*	-3	6	9	-8
COc1ccc(/C=N/n2c(N)c(S(=O)(=O)c3cccs3)c3nc4ccccc4nc32)cc1OC	11	11	-11	-6	-4	11	-4	-28
CC1CCC(NC(=O)C2CCC(CNS(=O)(=O)c3ccccc3)CC2)CC1 (stereo not given)	-2	18	9	5	-6	3	1	-7
COC(=O)C1=C(C)N(C(C)c2ccccc2)C(=O)C1 (stereo not given)	-4	0	-2	1	-4	-8	-3	11
Cc1ccc(S(=O)(=O)N[C@H](C(=O)OCC(=O)N2N=C(c3ccc(Cl)cc3)CC2c2ccco2)C(C)C)cc1 (stereo not given in full)	-8	3	-5	2	-5	27	-1	17
CC(C)(C)n1ncc2c(=O)n(Cc3cc(F)c(Cl)cc3Cl)cnc21	-72	-5	-1	3	-1	19	2	-4

Complete entries, looked up by structure. Order of values: 697 NFkB inh, Gli-Sufu block, SENP8 inh, UBC13 inh, SENP7 block, Apaf-1 inh, HKDC1 inh, Jurkat NFkB inh
Cc1ccc(S(=O)(=O)N[C@H](C(=O)OCC(=O)N2N=C(c3ccc(Cl)cc3)CC2c2ccco2)C(C)C)cc1 (stereo not given in full) reads -8, 3, -5, 2, -5, 27, -1, 17
CCC(C)NC(=O)Cn1nc(C(F)(F)F)c2c1CCCC2 (stereo not given) reads -11, -17, -12, 0, -10, 13, 0, -21
COc1ccc(/C=N/n2c(N)c(S(=O)(=O)c3cccs3)c3nc4ccccc4nc32)cc1OC reads 11, 11, -11, -6, -4, 11, -4, -28
COc1ccccc1-n1cc(CN2CCN(CC(C)C)C(CCO)C2)cn1 (stereo not given) reads 16, -13, 1, -1, 3, -1, -6, -13
CC(NS(=O)(=O)c1ccccc1)C(N)=O (stereo not given) reads 19, 4, -4, 10, -8, -12, -2, 10

From PubChem BioAssay
